Source: PubChem BioAssay
S3 lipid droplet: qHTS Assay for Lipid Storage Modulators in Drosophila S3 Cells | Drosophila S3 cells, BODIPY lipid droplet fluorescence, 18-24 h; cells fed with added oleic acid | lipid storage change, negative = inhibition, % at the top dose, mostly 46.1 µM; hits show Potency in µM | 320,000 tested, 0.64% active | AID 2685; active means well fitted inhibition curve with a large enough effect in the signal ratio, with a control signal flat, not every such curve was filed as active; inconclusive means small, poorly fitted or top-dose-only effect, or effect the other way, or a change in a side signal; the % refers to the signal ratio
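Laser-scanning cytometry quantifies lipid droplet accumulation (500–530 nm total intensity; droplet/cell object ratio) in oleic acid-fed (400 uM added) Drosophila S3 cells treated with a concentration series. 20 uM Triacsin C defined 100% inhibition.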
S3 lipid droplet cell count max: also measured in S3 lipid droplet; calls as there; cell number change, %; measured here: cell count max response;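 cells counted by Cell Tracker Red CMTPX staining in the red channel; peak over a dose series mostly up to 46.1 µM; percent activity relative to internal control wells on each plate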
The depositor's hits bear a star; i = inactive; u = inconclusive; x = no result given. On the % scale 0 is the no-effect control and ±100 the full control effect; potency means the concentration at half of the fitted maximal effect. Some of the compounds tested, so the mix of outcomes need not match the whole.

SMILES | S3 lipid droplet | S3 lipid droplet cell count max
COc1cccc(-c2onc3ccc(C(C)=O)cc23)c1 | 11.0% | -4.3
CCCCCCC(=O)N1C/C=C\C(c2ccc(OC)cc2)N(Cc2ccc(F)cc2)C(=O)[C@H]1Cc1ccccc1 (some centres undefined) | u | x
O=C(CCNC(=O)c1ccco1)Nc1ccc(C(F)(F)F)cc1 | -6.7% | -1.6
CCCC(=O)N(c1ccc2oc(=O)sc2c1)S(=O)(=O)c1cccs1 | u | x
COc1ccc(Nc2nccc(-c3cccc(N)c3)n2)cc1 | -14.7% | -3.5
CCOC(=O)CN1C(c2ccc(O)cc2)Nc2ccc(Br)cc2C1c1ccccc1 (centres undefined) | u | x
N#Cc1ccc(NC(=S)NC(=O)CCc2ccc(S(=O)(=O)N3CCOCC3)cc2)cc1 | u | x
CNC(=S)N(Cc1ccc2c(c1)OCO2)C1CC(=O)N(c2ccc(F)cc2)C1=O (centres undefined) | u | x
O=C(CNC(=S)N(Cc1ccccc1)Cc1cccnc1)NC1CC1 | i | -1.0
O=C(Nc1ccccc1C(=O)NC1CCCC1)NC1CCCC1 | -2.8% | -4.3
Fc1cccc(Cl)c1/C=C/c1cnc2ccccc2n1 | 3.7% | 14.3
CCOC(=O)c1cc(-c2ccc3c(c2)OCO3)nc2onc(C)c12 | u | x
CCOC(=O)N1CCN(CC(O)COCc2cc(OC)c(OC)c(OC)c2)CC1 (centres undefined) | u | x
COc1ccc(/C(C)=N/Nc2nncc3ccccc23)cc1 | i | -5.2
COc1ccc2oc3cc(C)[n+]([O-])c(-c4ccc(Br)cc4)c3c2c1 | 9.8% | -6.0
CSc1oc(-c2ccco2)nc1S(=O)(=O)c1ccccc1 | u | x

Arranged by formula weight (lowest first): some entries from above.
SMILES | S3 lipid droplet | S3 lipid droplet cell count max
O=C(Nc1ccccc1C(=O)NC1CCCC1)NC1CCCC1 | -2.8% | -4.3
CSc1oc(-c2ccco2)nc1S(=O)(=O)c1ccccc1 | u | x
CCOC(=O)N1CCN(CC(O)COCc2cc(OC)c(OC)c(OC)c2)CC1 (centres undefined) | u | x
CNC(=S)N(Cc1ccc2c(c1)OCO2)C1CC(=O)N(c2ccc(F)cc2)C1=O (centres undefined) | u | x
N#Cc1ccc(NC(=S)NC(=O)CCc2ccc(S(=O)(=O)N3CCOCC3)cc2)cc1 | u | x

A different layout for part of the listing above.
Second line of a record – S3 lipid droplet | S3 lipid droplet cell count max
CCOC(=O)CN1C(c2ccc(O)cc2)Nc2ccc(Br)cc2C1c1ccccc1 (centres undefined)
    u | x
N#Cc1ccc(NC(=S)NC(=O)CCc2ccc(S(=O)(=O)N3CCOCC3)cc2)cc1
    u | x
CNC(=S)N(Cc1ccc2c(c1)OCO2)C1CC(=O)N(c2ccc(F)cc2)C1=O (centres undefined)
    u | x
